Bioassay records: PubChem, several laboratories
GalR3 antagonist: blocks the human galanin receptor 3 | O60755 | HEK293 GalR3-CNG cAMP membrane potential fluorescence; galR3 body fused to GalR1 C-terminus | inhibition, % at 3 µM | 0.44% of 360,000 active;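 active = inhibition above the screen-wide average plus 3 SD, cut at about 13% in these data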;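 note: forskolin and galanin both at EC90 stimulate the cells; cAMP rise reported by CNG channel membrane potential dye signal; 0% = forskolin plus galanin with DMSO and 100% = forskolin alone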
Target sequence (O60755 1-299 limits assumed): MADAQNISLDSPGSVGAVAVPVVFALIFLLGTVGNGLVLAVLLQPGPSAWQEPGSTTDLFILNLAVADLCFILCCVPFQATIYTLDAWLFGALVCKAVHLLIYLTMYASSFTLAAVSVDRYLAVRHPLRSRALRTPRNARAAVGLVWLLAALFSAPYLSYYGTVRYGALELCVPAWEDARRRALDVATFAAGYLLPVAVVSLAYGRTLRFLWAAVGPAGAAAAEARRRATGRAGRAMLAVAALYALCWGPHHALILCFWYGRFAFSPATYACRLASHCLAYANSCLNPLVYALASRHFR
CRFBP-R2 block: CRF-BP/CRF-R2 complex antagonism; HEK293 CRF-R2/CRF-BP, CRF-induced calcium fluorescence; inhibition, % at 11.8 µM; 0.59% of 350,000 active;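 active = inhibition of the ligand-induced calcium signal above about 50% at the single tested concentration, limit read from the data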
MEKK3 PB1 HTS: raises or lowers MEK5 binding to the human MEKK3 PB1 domain; binding response (% of control), % at 10 µM; 1.4% of 290,000 active; bead-based flow cytometry, Alexa488-MEK5 binding to MEKK3; actives lie on both sides; 0 = blocked by unlabeled MEK5, 100 = vehicle;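 active = binding response more than 3 SD above or below the average of its plate-row segment, actives on both sides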;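 note: Alexa488 bead fluorescence after subtracting the streptavidin-only scavenger bead signal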
Target sequence (Q99759 whole entry, looked up, the tested form may be a part): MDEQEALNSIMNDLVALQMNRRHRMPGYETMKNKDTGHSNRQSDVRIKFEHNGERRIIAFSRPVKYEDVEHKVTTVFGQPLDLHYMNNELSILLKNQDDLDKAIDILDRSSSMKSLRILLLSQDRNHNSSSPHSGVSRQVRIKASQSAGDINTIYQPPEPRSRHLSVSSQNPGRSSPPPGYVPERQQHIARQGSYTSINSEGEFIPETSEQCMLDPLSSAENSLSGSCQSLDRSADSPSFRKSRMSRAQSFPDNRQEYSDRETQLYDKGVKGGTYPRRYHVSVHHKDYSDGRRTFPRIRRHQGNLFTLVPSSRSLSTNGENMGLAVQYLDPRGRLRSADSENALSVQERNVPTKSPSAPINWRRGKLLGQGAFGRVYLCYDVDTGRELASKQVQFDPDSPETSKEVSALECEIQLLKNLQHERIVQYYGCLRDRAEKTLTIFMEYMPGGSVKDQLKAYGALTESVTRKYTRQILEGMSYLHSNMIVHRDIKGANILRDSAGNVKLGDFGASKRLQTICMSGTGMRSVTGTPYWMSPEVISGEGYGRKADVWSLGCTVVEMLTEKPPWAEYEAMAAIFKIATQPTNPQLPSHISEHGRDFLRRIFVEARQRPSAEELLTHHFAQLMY
MEKK2wt PB1 HTS: raises or lowers MEK5 binding to wildtype human MEKK2 PB1 domain; binding response (% of control), % at 10 µM; bead flow cytometry, Alexa488-MEK5 binding to MEKK2 WT; actives lie on both sides; Q9Y2U5; 1.1% of 290,000 active; in the data active = binding response below about 67% or above about 130%
CRFR2-BP ag: agonists of human CRF-binding protein/CRF-R2 receptor complex; HEK293 CRF-R2/CRF-BP, calcium dye fluorescence (FLIPR); percent of saturating CRF peptide response; activation, % at 13.2 µM; 0.46% of 350,000 active; AID 588473;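 active = activation of at least 50%, plus an integration ratio under a set limit after plate pattern correction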;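 note: plate controls were neutral control wells without compound for no effect and CRF at EC100 for full effect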
FID counter: counter-screen for HCV NS3 helicase inhibitors: DNA intercalator displacement | DNA fluorescent intercalator displacement, fluorescence | inhibition, % at 7.9 µM | 0.17% of 290,000 active | AID 1845; in the data active = inhibition above about 37%;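 note: 0% = vehicle and 100% = reference compound; higher means more ethidium bromide displaced from hairpin DNA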
SUMO HTRF inh: inhibitors of human SUMOylation (UBC9); 0.36% of 290,000 active; HTRF SUMOylation assay, SAE1/SAE2 + UBC9, in vitro; inhibition, % at 35 µM; P63279; in the data active = inhibition above about 50%, passing the limit was not always enough; note: strong numbers were not always called active
Target sequence (P63279 whole entry, looked up): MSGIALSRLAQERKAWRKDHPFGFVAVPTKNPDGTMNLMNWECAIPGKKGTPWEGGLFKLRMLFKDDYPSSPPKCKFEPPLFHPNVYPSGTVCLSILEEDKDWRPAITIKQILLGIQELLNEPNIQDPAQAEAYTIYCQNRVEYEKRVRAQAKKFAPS
NS3 helicase inh: HCV NS3 helicase inhibition; NS3 helicase DNA unwinding, Cy5 molecular beacon fluorescence; inhibition, % at 10.9 µM; 0.56% of 290,000 active; AID 1800;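 active = inhibition above the mean of all tested compounds plus 3 SD, set per campaign, cut at about 35% in these data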;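 note: 0% = DMSO wells and 100% = thioflavine S control wells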
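System: NS3 helicase fragment of HCV / Schedule: 1 h at 25 °C / Control set: DMSO alone as 0% and 110 µM thioflavine S as 100% / Reagent: Cy5/quencher beacon DNA duplex and ATP to start / Technique: Cy5 fluorescence / Replication: singlicate / Evaluation: % inhibition of end-to-start signal ratio versus controls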
MEKK2 mut-MEK5: signal of MEK5 binding to mutant human MEKK2 PB1 domain; bead flow cytometry, Alexa488-MEK5 binding to MEKK2 mutant; percent response, % at 10 µM; 0.35% of 290,000 active; AID 1530; in the data active = percent response above about 24%, passing the limit was not always enough; note: inactives centre near 1; some results filed as inactive read as strong as hits
Numbers without * were called inactive; nt = no result given.

SMILES	GalR3 antagonist	CRFBP-R2 block	MEKK3 PB1 HTS	MEKK2wt PB1 HTS	CRFR2-BP ag	FID counter	SUMO HTRF inh	NS3 helicase inh	MEKK2 mut-MEK5
Cc1ccc2c(CC(=O)NCc3ccc4c(c3)OCO4)coc2c1	-3	-2	109	109	-0.1	-11	0	-4	4
O=S(=O)(NCc1ccccc1)NCc1ccccc1	-4	15	106	95	1.0	1	-8	2	-8
O=C(COc1ccc(Br)cc1)N/N=C1\SCC(=O)N1c1ccc(F)cc1	0	1	97	99	-1.5	-12	-2	31	-2
CCOC(=O)C1=C(CS(=O)(=O)c2ccc(C)c(C)c2)NC(=O)NC1c1ccc(O)cc1 (centres undefined)	-6	-18	95	78	2.9	-15	7	-1	-12
Cc1nnc(SCC2=C(C(=O)O)N3C(=O)C(NC(=O)Cn4nc(C(F)F)c(Cl)c4C)C3SC2)s1 (centres undefined)	5	-1	93	85	-0.9	-26	-5	45*	-14
C=CCNC(=O)CN(Cc1ccccc1)S(=O)(=O)c1ccc(C)cc1	-8	1	102	107	-2.5	-26	19	-11	5
CC(=O)Nc1ccc(C(=O)OCC(=O)Nc2ccc(N3CCOCC3)cc2)cc1	-4	6	102	101	4.1	1	3	8	-1
CCCCc1nnc(NC(=O)CSCc2cc(=O)n3ccsc3n2)s1	0	0	105	106	-0.9	-24	4	9	4
Cc1ccc(-c2csc3ncn(CC(=O)N4CCOCC4)c(=O)c23)cc1	1	-3	108	112	0.0	-10	14	2	4
CC1CC(C)CN(C(=S)Nc2ccc(OC(F)F)cc2)C1 (centres undefined)	1	-1	102	102	-1.5	-4	-1	0	0
CC(=O)NCCn1c(SCC(=O)OCc2ccccc2)nc2ccccc2c1=O	-5	-11	98	98	-0.9	-27	2	-13	-5
Cc1nc(-n2[nH]c3c(c2=O)CCCC3)[nH]c(=O)c1Cc1ccccc1	-3	-54	109	104	58*	-20	31	30	4
COc1cccc(N2CCN(S(=O)(=O)c3ccc4c(c3)CC(C)N4C(=O)C3CC3)CC2)c1 (centres undefined)	-3	21	100	102	-0.4	-61	nt	-9	3
CC(OC(=O)C12CC3CC(CC(O)(C3)C1)C2)C(N)=O (centres undefined)	-1	4	97	96	-0.7	-1	0	-3	-5
COc1ccccc1NC1=C(N2CCCCC2)C(=O)c2ccccc2C1=O	nt	8	99	92	2.1	3	40	11	-3
CCOC(=O)Cn1ncc(-c2ccccc2)c1N	-4	1	103	101	-2.3	-4	19	-4	1
O=C1CN(S(=O)(=O)c2cccc(Cl)c2Cl)c2ccccc2N1	-8	-19	102	99	-1.1	-8	-8	-2	-3
O=C(O)CCN1C(=O)C2C3c4ccccc4C(c4ccccc43)[C@@H]2C1=O (some centres undefined)	3	-8	99	99	-1.8	-17	-3	-1	0
COc1cccc(CN(Cc2ccco2)C(c2ccc(F)cc2)c2nnnn2C(C)(C)C)c1 (centres undefined)	-10	-44	104	99	35	-23	3	20	0
CCOC(=O)c1c(NC(=O)CN2C(=O)NC(C)(c3ccc(Cl)cc3)C2=O)sc(C(=O)NC)c1C (centres undefined)	3	-70	90	90	0.2	-25	-6	-9	-5
CCOC(=O)Cn1c(=O)oc2cc(S(=O)(=O)Nc3ccc(F)cc3)ccc21	-4	-18	101	101	25	-4	-11	-2	-3
Cc1cccc(OCCOC(=O)c2c(-c3ccccc3)noc2C)c1	-9	7	100	93	-1.0	-24	-13	-7	-3
COc1ccc(C(=O)Cn2c(C(=O)/C=C/c3ccccc3)nc3ccccc32)cc1	-1	-7	107	104	-0.5	-5	-3	0	-2
O=C(N/N=C/c1cccc(F)c1)c1c(O)c2ccccc2[nH]c1=O	1	-37	94	89	-1.9	6	8	-1	5
Nc1ncc(CCN2CCOCC2)c(-c2ccc(F)cc2)n1	-3	-14	104	102	1.1	-1	13	6	6
Cc1cccc(OCC(O)CN2CCN(C3CCCCC3)CC2)c1 (centres undefined)	3	33	97	102	-1.3	7	19	-12	19
Cc1cc(-c2n[nH]c(=S)n2/N=C/c2ccccc2[N+](=O)[O-])n[nH]1	-1	2	110	105	-0.8	-2	5	-9	0
CCN1CCN(c2cc(C)c3cc(NC(=O)c4cccnc4Cl)ccc3n2)CC1	-9	-4	97	117	1.1	4	10	-7	7
CCC1CN(C(=O)NCc2ccc(C)cc2)c2cc(Cl)ccc2O1 (centres undefined)	-9	5	104	101	0.8	-33	0	-11	0
Cc1cc(C)c(C)c(Oc2ncnc(N)c2[N+](=O)[O-])c1	-2	1	101	100	0.1	1	-5	4	-2
CN1CCN(CC(O)COc2ccc(C(=O)O)cc2)CC1 (centres undefined)	-1	-2	107	102	1.9	-1	0	1	0
CC(=O)c1cccc(S(=O)(=O)N2CCN(c3nc4cc(C)cc(C)c4cc3C#N)CC2)c1	-1	-9	nt	nt	1.1	0	28	0	nt
Cc1ccc(CSc2ccc(C(=O)N3CCOCC3)cc2[N+](=O)[O-])cc1	5	16	83	84	0.5	13	0	4	-10
Cc1cc(=O)n(C)c(=O)n1CCCCCOc1cccc([N+](=O)[O-])c1	-6	20	89	89	-0.2	-5	1	-4	-8
COc1ccc(S(=O)(=O)NCC(=O)N(CC(=O)NCc2ccco2)Cc2ccccc2)cc1	-8	-3	100	101	0.0	-33	1	1	0
Cc1ccc(OC(=O)CCC(=O)N2CCc3ccccc32)cc1	-4	-12	92	90	0.2	-9	12	-1	-7
O=C(CN1C(=O)/C(=C/c2c(F)cccc2Cl)Oc2ccccc21)NCc1ccco1	nt	nt	80	70	nt	-14	28	-2	-14
COc1ccccc1N1C(=O)c2cccc3c(N(C)CCO)ccc(c23)C1=O	-7	-104	96	96	111*	-14	25	5	0
COc1ccccc1N1CCN(Cc2cc3c(cc2Br)OCCO3)CC1	-8	-10	99	108	-2.5	-2	20	-18	8
Cc1ccccc1NC(=O)C(=O)c1cn(C)c2ccccc12	0	-18	103	104	2.3	-1	10	10	2

Exported in CSV form: part of the list above
Compound,GalR3 antagonist,CRFBP-R2 block,MEKK3 PB1 HTS,MEKK2wt PB1 HTS,CRFR2-BP ag,FID counter,SUMO HTRF inh,NS3 helicase inh,MEKK2 mut-MEK5
Cc1cc(=O)n(C)c(=O)n1CCCCCOc1cccc([N+](=O)[O-])c1,-6,20,89,89,-0.2,-5,1,-4,-8
COc1ccc(S(=O)(=O)NCC(=O)N(CC(=O)NCc2ccco2)Cc2ccccc2)cc1,-8,-3,100,101,0.0,-33,1,1,0
Cc1ccc(OC(=O)CCC(=O)N2CCc3ccccc32)cc1,-4,-12,92,90,0.2,-9,12,-1,-7
O=C(CN1C(=O)/C(=C/c2c(F)cccc2Cl)Oc2ccccc21)NCc1ccco1,nt,nt,80,70,nt,-14,28,-2,-14
COc1ccccc1N1C(=O)c2cccc3c(N(C)CCO)ccc(c23)C1=O,-7,-104,96,96,111*,-14,25,5,0
COc1ccccc1N1CCN(Cc2cc3c(cc2Br)OCCO3)CC1,-8,-10,99,108,-2.5,-2,20,-18,8

(listing goes on)
SMILES	GalR3 antagonist	CRFBP-R2 block	MEKK3 PB1 HTS	MEKK2wt PB1 HTS	CRFR2-BP ag	FID counter	SUMO HTRF inh	NS3 helicase inh	MEKK2 mut-MEK5
O=C(NCc1cccs1)c1ccccc1[N+](=O)[O-]	-5	12	119	114	-1.5	1	-3	1	1
C/C(=N/NC(N)=S)c1cc2ccc(O)cc2oc1=O	-3	-16	102	103	19	3	20	-1	1
CCCC(=O)c1c(C)c2ccccc2n1C	-8	5	102	107	-3.6	-3	14	6	3
Cc1cc(C)nc(CCNC(=O)C2CCC(=O)N(Cc3ccccc3F)C2)n1 (centres undefined)	2	-2	98	93	-0.5	-12	nt	5	-2
O=C1CC(c2ccccc2)c2cc(O)ccc2O1 (centres undefined)	-8	-6	103	100	-1.1	-4	-25	10	2
CCn1c(=O)c2c3c(sc2n(C)c1=O)CCC3	-4	-2	103	100	-0.6	-3	16	6	3
CCCN=C1CC(C)(C)CC(=O)/C1=C(/O)CCCN1C(=O)c2ccccc2C1=O	-4	16	114	103	-4.0	-35	6	-3	-1
Cn1cc(C=C2C(=O)CC(C)(C)CC2=O)c2ccccc21	-1	-6	103	100	0.4	7	7	38*	14
CC(=O)Nc1ccc(NC2=C/C(=N/S(=O)(=O)c3cccs3)c3ccccc3C2=O)cc1	-6	11	124	105	-0.7	6	nt	-11	-1
CCOc1ccc(CN2CCN(C(=O)c3ccccc3)CC2)cc1	-6	-13	96	97	2.8	-10	1	-2	1
CCCSCCCNC(=O)CC1Oc2ccccc2NC1=O (centres undefined)	-1	2	103	108	-0.4	-10	12	-3	3
CS/C(N)=N/S(=O)(=O)c1ccc(NC(C)=O)cc1	-9	19	119	109	-1.1	-5	14	7	10
Cc1cc(=O)[nH]c(SCc2nc3ccc([N+](=O)[O-])cc3[nH]2)n1	-1	-14	99	100	0.3	0	5	-16	-2
O=C(Nc1nc(-c2ccccc2)cs1)c1cccs1	-5	-20	108	111	0.2	0	-38	-4	8
CCOC(=O)C1(c2csc(N)n2)COC(=O)C1 (centres undefined)	1	7	103	102	0.3	-5	-9	-6	3
COc1ccc(Nc2cc3n(c(=O)n2)CCc2cc(OC)c(OC)cc2-3)cc1	21*	32	96	101	0.8	-26	15	11	-5
O=C(c1ccco1)N1CCN(C(c2ccccc2F)c2nnnn2Cc2cccs2)CC1 (centres undefined)	-1	-2	99	101	1.6	-26	10	1	1
NS(=O)(=O)c1ccc(NC(=O)COC(=O)/C(=C/c2cccs2)c2cccs2)cc1	-3	-7	98	86	2.8	-10	19	-9	3
CCOc1ccc(Br)cc1S(=O)(=O)Nc1ccc(C(=O)Nc2ccc(C)cc2)cc1	-2	-8	94	98	-3.3	-1	8	-7	-3
COCC(=O)Nc1ccc2c(c1)OCC(=O)N2Cc1ccc(C)cc1	-10	-3	97	96	-0.9	-18	15	-5	0
Cc1cccc(C)c1NC(=O)CNC(=O)c1ccccc1	-8	4	95	100	-0.5	-2	7	7	3
Cc1ccccc1NC(=O)CN1CCC(NC(=O)Nc2ccccc2)CC1	-5	7	105	100	-1.7	2	5	1	1
COc1ccc(NC(=O)CN(C)C(=O)CCc2c[nH]c3ccccc23)cc1	-5	5	100	101	-0.1	-19	2	-2	4
CCN(Cc1cc(=O)n2cc(Cl)c(C)c(Cl)c2n1)Cc1nc2ccccc2c(=O)[nH]1	-2	0	106	106	2.1	-22	11	1	0
O=C(O)/C=C/c1cnc[nH]1	nt	-5	91	101	-1.0	0	17	2	2
O=C(Nc1ccc2c(c1)OCO2)c1ccccc1	-9	9	100	100	-0.1	0	14	18	-2
O=C1c2ccccc2C(=O)N1CCCOc1ccccc1	-2	15	104	103	-1.1	-8	-2	-3	5
CC(C)C(=O)NC(c1ccco1)c1c(O)ccc2ccccc12 (centres undefined)	-5	3	101	102	-0.5	-7	8	-4	5
CC(=O)CCc1c(C)nc2ccc(C(=O)O)cc2c1Cl	2	-3	84	98	2.3	-3	12	2	-1
O=C(c1ccncc1)N1N=C(c2ccc(Br)cc2)CC1c1ccccc1O (centres undefined)	-8	-11	101	93	2.7	-38	-22	-12	-3
Cc1c(OCC(=O)NCCCn2ccnc2)ccc2c3c(c(=O)oc12)CCC3	-1	-11	103	100	-0.2	6	7	-4	1
O=C(CSc1nnc(NC(=O)c2ccc(F)cc2)s1)NC1CCCC1	-10	2	104	102	-1.5	-9	2	-5	-2

This is a subset, so the mix of outcomes need not match the whole.
